TRPN1 ag: zebrafish TRPN1 channel agonists, primary screen, cell-based, HEK293, calcium fluorescence | transient receptor potential cation channel N1 (TRPN1/NompC), Danio rerio | HEK293 zebrafish TRPN1-YFP, Fluo-8 calcium fluorescence; 100% = response to 87 µM carbachol | activation, % at 3 µM | hit rate 0.18% among 220,000 | AID 1424, 2008;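 active = activation above its plate's cutoff, the mean activation of test wells on that plate plus 3 SD, cut at about 19% in these data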;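 also: 0% = DMSO alone and 100% = 87 µM carbachol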
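Material: zebrafish TRPN1-YFP in HEK293 cells. Doses: one dose of 3 µM, 0.3% DMSO. Incubation: dye 1 h 37 °C plus 30 min RT. Measured by: intracellular calcium fluorescence with Fluo-8.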
PPC-1+TRAIL kill: compounds killing PPC-1 cancer cells with TRAIL present, primary screen, TRAIL potentiator project, ATPLite luminescence, uHTS; PPC-1 cells + TRAIL, ATPLite viability luminescence; cell killing (% activity), % at 4 µM; hit rate 0.41% among 220,000; AID 1443, 2008;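 active = cell killing above 50% in the first pass at 4 µM, then a duplicate retest at 5 µM averaging 50% or more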;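 also: plate controls were cells with TRAIL plus DMSO for no effect and medium-only wells lacking cells for full effect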
TNF necrop inh: inhibitors of TNF-alpha triggered necroptosis, primary screen, cell-based, Jurkat FADD-/-, single concentration. activation (protection from cell death), % at 10 µM. hit rate 0.068% among 220,000. AID 463075, 2010. Jurkat FADD-/- TNF necroptosis rescue, ATP luminescence, 24 h; 0 = TNF only, 100 = no-TNF cells;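 active = activation, meaning protection from cell death, of at least 50% relative to plate controls; inactive = activation below 50%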;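 also: necroptosis triggered by 40 ng/mL TNF-alpha added together with compound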
BaF3 parental: parental Ba/F3 cell viability inhibition, counter-screen for JAK2V617F inhibitor project, murine pro-B, CellTiter-Glo luminescence | CellTiter-Glo ATP luminescence | inhibition, % at 5.6 µM | hit rate 1.1% among 220,000 | AID 1486, 2009;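 active = inhibition above a per-campaign cutoff, the mean inhibition of all tested compounds plus 3 SD, cut at about 27% in these data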;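 also: 0% = DMSO wells and 100% = JAK Inhibitor I control wells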
TRPML3 ag: human TRPML3 channel agonists, primary screen, cell-based, HEK293 TRPML3-YFP, Fluo-8 calcium fluorescence, 3 µM; hit rate 0.29% among 220,000; 100% = the carbachol control signal; Mucolipin-3 (Homo sapiens), Q8TDD5; activation, % at 3 µM; AID 1448, 2008;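 active = activation above its plate's cutoff, the mean activation of the plate's test wells plus 3 SD, cut at about 12% in these data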;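 also: 0% = DMSO only wells and 100% = carbachol wells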
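Test system – HEK293 line with stable expression of human TRPML3-YFP channel · Control set – carbachol 87 µM final as high control (100%), DMSO as low control (0%) · Signal – Fluo-8 calcium dye fluorescence, ex 470-495, em 515-575 nm · Incubation – 1-h 37 °C dye load, 5-s basal, 120-s post-compound reads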
RBBP9 inh: human RBBP9 inhibitors, primary screen, biochemical, fluorescence polarization, FP-Rh probe, HTS; Serine hydrolase RBBP9 (Homo sapiens), O75884; recombinant RBBP9; inhibition, % at 7.94 µM; hit rate 0.2% among 220,000;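 active = inhibition above the campaign mean of all tested compounds plus 3 SD, cut at about 14% in these data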;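 also: plate controls were DMSO wells with RBBP9 for no effect and wells lacking RBBP9 protein for full effect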
Target sequence (O75884 whole entry, looked up): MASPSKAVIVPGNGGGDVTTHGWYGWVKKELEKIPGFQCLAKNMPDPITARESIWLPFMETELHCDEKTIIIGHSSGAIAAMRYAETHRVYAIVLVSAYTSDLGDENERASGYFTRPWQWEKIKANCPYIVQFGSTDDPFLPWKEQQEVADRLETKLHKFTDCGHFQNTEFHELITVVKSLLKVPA
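Test system: recombinant human RBBP9. Quantity: 2.5 µM RBBP9 dispensing solution, before mixing. Detection: FP readout at 525/598 nm. Reagent: Serine-hydrolase probe FP-Rh, 375 nM pre-mixing. Measure: % inhibition. Control set: DMSO-treated enzyme wells and wells lacking RBBP9. Buffer or medium: Tris-NaCl-Pluronic buffer, pH 8.0. Times: preincubation 30 min plus labeling 45 min at 25 °C.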
Ba/F3 V617F tox: reduced viability of JAK2V617F-dependent Ba/F3 cells, primary screen, JAK2V617F inhibitor project, cell-based, Ba/F3 EpoR-JAK2V617F, luminescence | hit rate 1.1% among 220,000 | inhibition, % at 5.6 µM | ATP luminescence | AID 1446, 2008;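 active = inhibition above the campaign mean plus 3 SD over all tested compounds, cut at about 24% in these data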;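 also: cytokine-independent growth of Ba/F3 cells driven by EpoR plus mutant JAK2; 0% = DMSO-treated cells and 100% = JAK inhibitor I control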
Wee1 degr inh: Wee1 degradation inhibitors, primary screen, cell-based, HeLa, Wee1K328M-luciferase, luminescence | hit rate 1.2% among 220,000 | reporter increase, % at 5 µM | Wee1-like protein kinase (Homo sapiens), P30291 | AID 1321, 2008 | HeLa Luc-Wee1K328M stability; 100% = proteasome inhibitor MG132 effect;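 active = activation above the mean of all tested compounds plus 3 SD, set per screening run, cut at about 8.8% in these data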;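 also: cells exposed to compound for 20 h before luminescence read; 0% = DMSO alone and 100% = MG132 at 30 µM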
Target sequence (P30291 whole entry K328M): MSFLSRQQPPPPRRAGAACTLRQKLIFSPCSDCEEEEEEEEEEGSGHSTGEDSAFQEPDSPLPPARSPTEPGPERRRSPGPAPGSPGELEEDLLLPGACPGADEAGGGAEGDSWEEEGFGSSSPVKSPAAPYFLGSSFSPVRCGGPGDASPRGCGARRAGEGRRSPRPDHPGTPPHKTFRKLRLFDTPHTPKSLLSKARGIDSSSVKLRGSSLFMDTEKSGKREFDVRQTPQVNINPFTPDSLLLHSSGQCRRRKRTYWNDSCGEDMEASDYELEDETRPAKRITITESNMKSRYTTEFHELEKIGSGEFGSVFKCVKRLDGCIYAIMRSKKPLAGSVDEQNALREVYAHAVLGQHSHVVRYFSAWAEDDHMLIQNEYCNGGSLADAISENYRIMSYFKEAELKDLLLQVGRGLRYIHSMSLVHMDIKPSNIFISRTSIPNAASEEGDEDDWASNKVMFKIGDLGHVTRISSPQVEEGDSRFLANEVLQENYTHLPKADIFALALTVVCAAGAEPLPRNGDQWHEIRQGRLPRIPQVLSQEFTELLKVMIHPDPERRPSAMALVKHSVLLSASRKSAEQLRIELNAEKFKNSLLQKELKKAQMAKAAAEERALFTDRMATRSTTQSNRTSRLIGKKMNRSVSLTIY
CHOP inhibitor: inhibitors of CHOP promoter induction, primary screen, cell-based, unfolded protein response, luciferase reporter | inhibition, % at 10 µM | hit rate 3.8% among 220,000 | CHO-K1 CHOP-promoter luciferase, tunicamycin-induced, 15-18 h | AID 2732, 2010;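 active = compounds that reduced the stress-induced luciferase reporter signal by more than about 70% of percent inhibition, limit read from the data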;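 also: 0% = tunicamycin plus vehicle and 100% = wells without tunicamycin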
* marks the source's active call; other numbers are inactive results; · = no result given. Rows are unselected, and some 6.8% of all compounds hit somewhere here.

SMILES	TRPN1 ag	PPC-1+TRAIL kill	TNF necrop inh	BaF3 parental	TRPML3 ag	RBBP9 inh	Ba/F3 V617F tox	Wee1 degr inh	CHOP inhibitor
CCOC(=O)CN1C(=O)C(CC)Oc2ccc(Cl)cc21 (centres undefined)	-0.4	14	-1.2	10	-1.1	-3	0	-1	14
Cc1ccc(C)c(NC(=S)N(C)C)c1	1.3	25	1.5	-1	0.3	-9	-3	1	13
CCn1cc(C(=O)NCc2ccc3c(c2)OCO3)c(=O)c2cc(S(=O)(=O)N(C)C)ccc21	0.3	6	0.8	0	0.7	-3	-4	0	-22
O=C(O)Cc1sc(N/N=C\c2ccncc2)nc1-c1ccccc1	18	8	-1.3	5	8.0	6	4	-1	-9
CCCCC(=O)Nc1cccc(-c2nn3c(C)nnc3s2)c1	0.6	0	3.6	7	-0.1	-2	1	0	43
Cc1nc2cc(NCc3ccccc3O)ccc2n1Cc1ccccc1	3.5	11	2.7	3	1.2	3	0	-1	8
COc1ccc(CCNC(=O)CSc2nc(O)cc(=O)[nH]2)cc1OC	-0.3	8	1.7	-2	0.5	-9	-1	-2	-6
O=C(Cn1c(SCc2ccccc2)nc2ccccc21)N1CCOCC1	-0.4	-2	-1.7	3	1.0	-10	2	2	-32
CC1CCN(C(=O)Cn2cc(C#N)c3ccccc32)CC1	-0.8	12	2.8	3	0.2	-3	0	3	-2
COc1ccc2c(c1)CC/C2=N\OC(=O)c1ccccc1C	-2.0	10	0.3	3	-0.8	-10	-3	2	8

Next part, starting with the last 3 of the part before.
SMILES	TRPN1 ag	PPC-1+TRAIL kill	TNF necrop inh	BaF3 parental	TRPML3 ag	RBBP9 inh	Ba/F3 V617F tox	Wee1 degr inh	CHOP inhibitor
O=C(Cn1c(SCc2ccccc2)nc2ccccc21)N1CCOCC1	-0.4	-2	-1.7	3	1.0	-10	2	2	-32
CC1CCN(C(=O)Cn2cc(C#N)c3ccccc32)CC1	-0.8	12	2.8	3	0.2	-3	0	3	-2
COc1ccc2c(c1)CC/C2=N\OC(=O)c1ccccc1C	-2.0	10	0.3	3	-0.8	-10	-3	2	8
CCCN1CCC(NC(=O)CCc2nnc(Cc3cc(OC)ccc3OC)o2)CC1	-0.3	9	-0.6	11	0.4	-4	1	0	7
CCOC(=O)CCC(=O)N1CCOCCOCCOCC1	0.6	15	1.9	3	1.2	-1	1	1	-11
C(=N/Nc1nc(-c2ccccc2)cc(-c2ccccc2)n1)/c1cccnc1	0.3	29	-2.2	2	-0.5	-3	2	1	8
CC(=O)c1c(C)nc2cc(Cl)ccc2c1N	0.4	9	-1.3	5	0.6	5	-1	5	-3
CC1SC2(NC1=O)C1CC3CC(C1)CC2C3 (centres undefined)	1.8	12	-0.2	7	0.0	-4	-1	-1	1
Cc1nn2cnc3sc4c(c3c2nc1=O)CCCC4	0.5	10	-1.0	4	0.0	0	-2	-1	-20
COc1ccc(-c2coc3c(CN4CCCCC4)c(O)c(CN4CCCCC4)c(O)c3c2=O)cc1	-0.3	17	1.0	12	0.4	-7	1	8	32
COc1cccc(/C=C/C(=O)OCC(=O)Nc2ccc(Cl)cn2)c1	0.0	8	2.4	-5	0.5	-5	-6	6	50
O=C(COc1cccc2c1CCN(Cc1ccc(Cl)cc1)C2=O)N1CCOCC1	4.4	6	1.4	4	3.0	-6	3	4	23
COc1ccc(C(=O)n2nc(C)c(Br)c2C)cc1	-2.3	-2	0.0	-2	0.7	-8	-4	1	-7
CCN(CC)c1nc2ccccc2nc1C(C#N)C(=O)NCCc1ccccc1 (centres undefined)	0.4	-14	0.6	2	0.1	4	1	4	30
O=C(COC(=O)c1cccnc1)Nc1cccc(Cl)c1	1.3	30	-3.0	1	1.1	-3	1	-1	-1
CN1CCN(C(=O)C23CCC(C)(c4nc5ccccc5nc42)C3(C)C)CC1 (centres undefined)	-0.1	3	1.6	1	0.7	-10	-1	-3	1
O=C(COc1ccccc1)NC(NC(=S)Nc1ccccc1C(=O)O)C(Cl)(Cl)Cl (centres undefined)	1.1	-1	-1.0	1	0.2	-2	-3	3	10
Cc1cccc(C2CC(c3ccccc3)Nc3nc(N)nn32)c1 (centres undefined)	3.4	12	0.3	4	1.8	-8	0	4	-20
Cn1c(N/N=C/c2cc3ccccc3nc2Cl)nc2ccccc21	-0.2	2	-9.2	9	-0.5	-3	6	3	-1
Nc1cc(C(=O)c2cccs2)ccc1Cl	-1.8	-4	-0.4	7	-0.5	-8	1	-2	·
CCOc1ccccc1NC(=O)CSc1nnnn1-c1ccccc1	-1.4	-11	-0.1	0	-0.9	-4	0	-3	21
COc1ccc(/C=C/C(=O)O)cc1S(=O)(=O)Nc1ccc2c(c1)OCO2	1.9	0	2.9	0	-0.2	1	-1	0	17
O=C(Cn1c(-c2ccccc2)c[n+]2ccsc12)c1ccc([N+](=O)[O-])cc1	-1.1	10	-1.9	15	-1.9	2	5	1	-17
O=C(NCCN1C(=O)S/C(=C\c2cccnc2)C1=O)C1CC(=O)N(Cc2ccco2)C1 (centres undefined)	0.5	7	-0.7	9	1.2	4	4	-2	30
CC(=O)NC1CC2CCCC(C1)N2S(=O)(=O)c1ccccc1 (centres undefined)	1.1	36	-0.8	4	1.4	5	1	0	10
Cc1cc(=O)[nH]c(N/N=C/c2ccc(C)o2)n1	1.0	8	2.1	1	0.2	-4	-2	0	-4
O=C(COC(=O)c1ccc(OC(F)F)cc1)NCCCN1CCCC1=O	0.9	7	1.3	-4	0.7	-6	-4	-3	4
O=C(Nc1nnc(N2CCCCCC2)s1)c1cc(-c2ccc(Br)cc2)on1	0.0	14	2.0	5	0.2	-2	3	4	27
CSCC[C@H](NC(=O)NCCC1=CCCCC1)C(=O)O	0.8	24	0.5	2	0.6	-6	3	-2	33
Cc1ccc(C)c(N2CCN(C(=O)C34CC5CC(C3)CC(n3nnc(C)n3)(C5)C4)CC2)c1	0.8	9	-16	-1	-0.4	-1	-4	3	29
N#Cc1ccccc1N=C1CCCN1Cc1ccccc1	-1.9	2	0.6	0	-1.6	-3	-4	-1	28
C/C(=N\NC(=O)c1ccc(CN2CCOCC2)cc1)c1cccc([N+](=O)[O-])c1	2.7	1	2.3	1	1.7	-1	-5	-2	22
NC(=O)C1=C[C@H](c2ccc3c(c2)OCO3)C[C@H](OCc2ccc(CO)cc2)O1	4.5	3	0.8	-1	0.8	1	0	1	7
COC(=O)c1ccc(N=NN2CCCCC2)cc1	0.3	14	-0.7	11	0.8	-2	1	0	-12
CCC(Sc1nc2n[nH]c(C)c2c(=N)n1-c1cccc(Cl)c1)C(=O)NCCOC (centres undefined)	3.1	1	-4.4	14	0.4	-5	3	3	-6
CCOC(=O)c1sc(=S)n(CC)c1N	0.1	18	4.8	8	0.2	-3	-1	-1	3
C/C(=N\NC(=O)C(C)Oc1ccc([N+](=O)[O-])cc1)c1ccccn1 (centres undefined)	0.1	42	-17	-1	-0.4	-4	2	-2	70
CCCCNC(=O)C(=O)NC(C)CCc1ccccc1 (centres undefined)	-1.3	0	-1.9	4	1.0	3	0	0	12
COC(=O)[C@@H]1C(c2c(OC)cc(OC)cc2OC)=NO[C@H]1C(=O)OC	-0.1	29	1.2	-2	0.0	-2	-4	4	-9
Cc1cc(C)n(-c2nnc(C)n2NC(=O)c2cccc(Cl)c2)n1	1.8	11	-1.4	0	-0.2	-4	-1	-3	3
CCOC(=O)C1=C(c2ccccc2)Nc2ncnn2C1c1ccccn1 (centres undefined)	0.0	15	-0.1	0	0.0	-6	-2	1	-27
Cc1ccc(/C=C/C(=O)N2CCCN(C(=O)/C=C/c3ccc(C)cc3)CC2)cc1	-1.9	16	2.4	13	-1.1	2	7	6	-12
O=C1CC(=O)N(CCc2ccc(F)cc2)C(=O)N1	-0.6	27	-0.6	-1	0.2	-8	-2	0	20
CP(=O)(Nc1cc(Cl)ccc1Cl)c1nc2c(s1)CCCC2 (centres undefined)	1.8	0	5.5	-2	-0.2	9	-2	-2	11
CCCCn1c(-c2ccccc2)nc2c(=O)n(C)c(=O)[nH]c21	1.3	10	-2.0	6	0.5	-5	-2	-1	-13
COc1nc(OC)nc(N2CCC(NC(=O)C(Cc3ccc(C(C)C)cc3)NC(C)=O)CC2)n1 (centres undefined)	0.0	9	-0.7	3	0.2	2	-1	-3	-15
Nc1cc(=O)[nH]c(=O)n1CC1CC1	1.7	-5	1.2	2	0.8	-16	5	-3	9
CCOC(=O)c1[nH]c2c(c1C)C(=O)CC(c1ccco1)C2 (centres undefined)	-0.5	-1	-17	88*	-0.5	0	87*	0	·
CCN(CC)CCCN1C(=O)C(O)=C(C(=O)c2ccc(C)o2)C1c1ccc(C)o1 (centres undefined)	1.5	8	0.8	-14	0.6	-3	5	0	3
CC(=O)Nc1ccc(OCC(=O)NCCc2ccccc2)cc1	1.5	33	-0.5	6	0.1	2	0	-2	8
CCCC(=O)NC(=S)Nc1ccccc1OC	1.4	22	-0.9	5	-0.3	-9	1	-1	15
O=C(COC(=O)c1cc([N+](=O)[O-])ccc1NCc1ccccc1)NC1CCCCC1	1.1	14	3.2	1	0.7	-4	-4	0	22
CC(C)Cc1nnc(NC(=O)CSc2nc(-c3ccccc3)cc(=O)[nH]2)s1	1.2	4	0.0	6	-0.6	-5	0	0	9
COCCn1c(SCC(=O)NCCc2ccc(OC)c(OC)c2)nc2c([nH]c3ccccc32)c1=O	-0.1	-9	1.3	6	-0.6	2	1	3	-9
Cc1ccc(C)c(S(=O)(=O)Nc2ccc(C(=O)NCCc3ccccn3)cc2)c1	1.1	19	2.9	9	0.8	-4	4	-1	6
O=C(c1csc2c1CCCC2)N1CCN(c2ncccn2)CC1	0.7	1	-0.6	-1	-0.2	2	-4	-2	-19
